IL-1B inflam inh = blocks inflammasome-driven IL-1 beta release. THP-1 LPS/ATP IL-1B secretion, AlphaLISA, 16 h; active compounds read low. hit rate 4.7% among 360,000. activity change, % at 57.5 µM; in the data active = activity change below about -50%; inconclusive = mostly about -30% to -49%; note: % is set by controls: 0 for no effect and ±100 for the full control effect
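Secreted IL-1B measured by AlphaLISA bead assay after 16 h compound exposure of THP-1 cells; compounds (final up to 57.5 uM) added 1 h before LPS (250 ng/mL) and ATP (1.25 mM) stimulation; lower signal means less secretion.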
HT1080NT lethal = kills 2HG-producing HT-1080-NT fibrosarcoma cells; HT-1080-NT fibrosarcoma viability, CellTiter-Glo ATP luminescence, 48 h; Potency, µM (doses to about 46.1 µM), without a hit: top-dose activity, negative = less viability, usual class: cytotoxic; hit rate 1.6% among 360,000;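 note: NT is the 2HG producing partner of a matched IDH1 knockdown line; potency is the fitted concentration of half-maximal effect; 0% = DMSO-treated cells and -100% = media-only wells without cells; nearly all actives have a fitted effect of over 55% in size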
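HT-1080-NT fibrosarcoma cells (2HG-overproducing), 750 cells/well in RPMI with 5% FBS, dosed after 2 h and incubated 48 h at 37C. CellTiter-Glo luminescence normalized to DMSO and no-cell wells; concentration-response curves fitted and classed.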
GLP1R ag = GLP-1 receptor (human) agonism; HEK293 GLP-1R CRE-luciferase, luminescence, 4-6 h; cells express a hypersensitive GLP-1R form; P43220; Potency, µM (highest dose often 45.6 µM), inactives show at the highest dose activation, actives largely listed as activators; hit rate 0.007% among 380,000; AID 624172; note: potency is the fitted concentration of half-maximal effect; % of control where 0% means no effect
Target sequence (P43220 whole entry, looked up): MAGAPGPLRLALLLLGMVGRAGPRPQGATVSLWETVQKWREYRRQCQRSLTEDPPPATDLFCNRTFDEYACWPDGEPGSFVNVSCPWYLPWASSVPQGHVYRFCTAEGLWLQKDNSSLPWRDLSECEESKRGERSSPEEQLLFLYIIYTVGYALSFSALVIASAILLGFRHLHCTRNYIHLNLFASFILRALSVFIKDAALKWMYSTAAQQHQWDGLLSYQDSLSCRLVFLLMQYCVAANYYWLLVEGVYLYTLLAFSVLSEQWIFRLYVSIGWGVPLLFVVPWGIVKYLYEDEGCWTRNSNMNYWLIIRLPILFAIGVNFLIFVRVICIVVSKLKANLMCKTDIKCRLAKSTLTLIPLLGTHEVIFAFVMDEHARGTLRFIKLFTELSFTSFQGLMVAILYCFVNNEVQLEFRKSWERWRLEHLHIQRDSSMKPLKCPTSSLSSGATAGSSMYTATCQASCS
HT1080 IDH1KD tx = HT-1080 IDH1 knockdown cell toxicity (counter line); HT-1080 IDH1 knockdown viability, ATP luminescence, 48 h; Potency, µM (series often up to 46.1 µM), for the others: at the top dose activity, negative = toxicity, hits mostly cytotoxic; hit rate 2% among 360,000;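 note: potency is the fitted concentration of half-maximal effect; 0% = DMSO wells and -100% = cell-free medium wells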
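Assay cells: HT-1080 with IDH1 knockdown, 750 per well, RPMI/5% FBS. Exposure: 48 h at 37 °C following 2 h pre-incubation. Read: CellTiter-Glo luminescence; fitted concentration-response, curve class assigned.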
DRD3 antagonist = blocks the human D3 dopamine receptor | AID 652054 | D3R cells, DiscoveRx beta-arrestin luminescence, antagonist mode; active compounds read low | hit rate 2.5% among 360,000 | max response, negative = inhibition, % | P35462; in the data active = max response below about -50%; inconclusive = no clear call, values can overlap the other calls; note: % is set by controls: 0 for no effect and ±100 for the full control effect; mostly tested at two doses, the higher about 12 µM
Target sequence (P35462 whole entry, looked up): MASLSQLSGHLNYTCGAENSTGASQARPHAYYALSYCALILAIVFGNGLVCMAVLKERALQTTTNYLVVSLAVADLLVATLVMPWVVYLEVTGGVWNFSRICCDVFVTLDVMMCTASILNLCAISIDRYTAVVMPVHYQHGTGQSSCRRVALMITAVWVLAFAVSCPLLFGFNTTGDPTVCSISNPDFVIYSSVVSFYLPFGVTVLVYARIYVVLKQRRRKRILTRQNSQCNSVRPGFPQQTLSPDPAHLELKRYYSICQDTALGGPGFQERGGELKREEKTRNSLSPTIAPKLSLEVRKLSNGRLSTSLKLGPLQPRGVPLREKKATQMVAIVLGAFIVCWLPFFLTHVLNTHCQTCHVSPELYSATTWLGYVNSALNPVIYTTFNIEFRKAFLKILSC
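Cells expressing the human receptor were seeded at 1500 cells/well, incubated overnight at 37 degrees C in 5% CO2, then exposed to library compounds with dopamine controls for 90 minutes at 37 degrees C before luminescent detection.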
SW480 rerep = inducers of DNA re-replication in SW480 colon cancer cells. SW480 DNA re-replication, Hoechst DNA content imaging, 48 h. Potency, µM (series often up to 46.1 µM), for inactives: top-dose re-replication activation, usual class: activators. hit rate 1.8% among 340,000; note: potency is the fitted concentration of half-maximal effect; % of control where 0% means no effect; nearly all actives have a fitted effect of over 55% in size
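First, 250 cells per well were seeded. Next, compound or vehicle (23 nL) was pinned in, plates sat 48 hr at 37 C. Finally Hoechst was added for 40 min before fluorescence scanning.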
KB-V1 cytotox = kills drug-selected multidrug resistant KB-V1 cells; KB-V1 MDR cells viability, CellTiter-Glo, 72 h; Potency, µM (series often up to 46.1 µM), for the others: top-dose activity change, negative = cytotoxicity, most hits filed as cytotoxic; hit rate 3.4% among 400,000; note: potency is the fitted concentration of half-maximal effect; % is set by controls: 0 for no effect and ±100 for the full control effect; nearly all actives have a fitted effect of over 60% in size
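Compound-treated KB-V1 multidrug-resistant cells, 72 h, 37 degrees C; viability by CellTiter-Glo. Fitted qHTS curves give the values.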
KB-3-1 cytotox = kills parental KB-3-1 adenocarcinoma cells. Potency, µM (titrated, usually from 46.1 µM), for inactives: top-dose activity change, negative = cytotoxic, hits mostly cytotoxic. hit rate 1.4% among 400,000. KB-3-1 viability, CellTiter-Glo ATP luminescence, 72 h. AID 1347075; note: potency is the fitted concentration of half-maximal effect; % is set by controls: 0 for no effect and ±100 for the full control effect; nearly all actives have a fitted effect of over 60% in size
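Here the drug-naive KB-3-1 line serves as comparator for MDR sub-line selectivity; cells received compound titrations, 72 h at 37 °C, then CellTiter-Glo readout.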
DRD3 agonist = activates the human D3 dopamine receptor; P35462; D3R DiscoveRx beta-arrestin cells, luminescence, 90 min; max activation, %; hit rate 0.58% among 410,000; AID 652048; in the data active = max activation above about 30%; note: 0% is about no effect; mostly tested at two doses, the higher about 12 µM
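Cells at 1500/well, incubated overnight, then treated with pinned compounds (dopamine as control) for 90 min at 37 degrees C. DiscoveRx reagent added for 30 - 60 minutes at room temperature; luminescence read.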
Numbers without * were called inactive; i = inactive; ? = inconclusive; / = no result given; & = joins results of further samples; ! = repeats disagree; [ ] = remark or other dose. Unless noted, calls come from the whole dose curve; as a rule, active = well fitted curve in the direction sought with a large enough effect; inconclusive = small, poorly fitted or top-dose-only effect, or another doubt; inactive = no such curve, though single readings can be large; an effect the other way counts as inactive or inconclusive.

SMILES	IL-1B inflam inh	HT1080NT lethal	GLP1R ag	HT1080 IDH1KD tx	DRD3 antagonist	SW480 rerep	KB-V1 cytotox	KB-3-1 cytotox	DRD3 agonist
Cc1cc(NC(=O)Nc2cccc(C)c2C)no1	9	12%	11%	24%	5	-10%	-1%	-1%	-9
O=C(CCC(=O)n1ncc2ccccc21)NCc1ccccc1Cl	12	-2%	22%	6%	3	-1%	14%	17%	0
O=S(=O)(c1ccc(F)cc1)N1CCN(CC(O)COc2ccccc2F)CC1 (stereo not drawn)	14	2%	4%	2%	-9	0%	0%	3%	-12
Cc1ccccc1C(=O)NNC(=S)NC(=O)c1cccnc1	37	-15%	-7%	-19%	-4	-6%	3%	?	-3
COc1ccc(C(=O)N/C(=C/c2cccs2)C(=O)NC(C)(C)C)cc1OC	11	22%	8%	25%	-3	-7%	-25%	-6%	4
Cc1nn(CC(=O)Nc2ccc3c(c2)OCCO3)c(C)c1[N+](=O)[O-]	19	-4%	0%	6%	-11	-2%	-11%	17%	-6
COCCCn1c(=N)c(C(=O)NC2CCCCC2)cc2c(=O)n3ccccc3nc21	2	11%	-2%&-10%	11%	13	5.2µM*	15%&5%	-4%&-5%	2&3
CCOc1ccc(S(=O)(=O)NC(C)C(=O)NC2CCCC2)cc1 (stereo not drawn)	i	3%	2%	-3%	-24	?	-14%	16%	-1
Cc1ccc(N(C(=O)c2ccc(S(=O)(=O)N3CCCC3)cc2)C2C=CS(=O)(=O)C2)cc1 (stereo not drawn)	-12	-2%	-1%	1%	6	-1%	-21%	-5%	2
Cc1cc(S(=O)(=O)N2CCOCC2)ccc1OCC(=O)NCCCn1ccnc1	-5	-1%	26%	0%	-10	?	?	-3%	-3
C[C@H](CO)N1C[C@H](C)[C@@H](CN(C)C(=O)Nc2ccc(C(F)(F)F)cc2)Oc2c(NS(=O)(=O)c3cn(C)cn3)cccc2C1=O	-2	-22%	-4%	-1%	-15	-6%	9%	10%	1
c1coc(CN(Cc2ccco2)c2ncnc3c2oc2ccccc23)c1	0	?	-6%	?	?	?	16µM*	?	0
CCN(CCCNC(=O)CN1C(=O)COc2ccc(S(=O)(=O)N3CCC(C)CC3)cc21)Cc1ccccc1	/	-24%	-5%	?	-74*	1%	-13%	-11%	-18
O=C(Nc1ccccc1Cl)c1ccc(S(=O)(=O)NCC2CCCO2)cc1 (stereo not drawn)	16	1%	8%	-16%	10	14%	-1%	-8%	7
O=C(CSc1ccc2nnc(-c3ccccn3)n2n1)N1CCOCC1	12	12%	-4%	3%	2	-14%	6%	-6%	2
Cc1ccc(NC(=O)c2ccc(NCCN)c([N+](=O)[O-])c2)cc1Cl	-16	0%	0%	-2%	-22	-9%	?	23%	-4
COc1ccccc1N1CCN(C2CCCN(C(=O)c3snnc3C)C2)CC1 (stereo not drawn)	2	1%	-4%	17%	0	-21%	0%	17%	-5
COc1ccc(-c2c(C)n([O-])c3c([n+]2=O)CCC3)cc1OC	10	0%	-13%	-12%	4	-7%	-7%	8%	-1
COc1ccc(C(=O)NNC(=O)c2snnc2C)cc1	/	2%	0%	17%	-1	-13%	0%	1%	-3
CCOC(=O)N1CCN(C(=O)c2cc3cc(OC)c(OC)cc3[nH]2)CC1	-26	11%	-1%	12%	1	-7%	-3%	10%	3
Cc1ccccc1OCC(O)Cn1c(=N)n(CCN2CCOCC2)c2ccccc21 (stereo not drawn)	-54*!	-18%&-2%	-12%&-4%	-11%&-2%	5&0	-1%&-8%	-13%&1%	-12%&-7%	-3&-8
CC(C)(C)N1C(=O)c2ccccc2NC(=O)C1C(=O)Nc1ccc(N2CCOCC2)cc1 (stereo not drawn)	-4	9%	/	22%	7	/	9%	11%	5
O=C(NC(Cc1ccccc1)C(=O)O)C1CCN(S(=O)(=O)c2cccc(C(F)(F)F)c2)CC1 (stereo not drawn)	7	3%	-2%	4%	-20	-5%	25%	2%	4
O=C(NCc1ccc(-c2nc3ccccc3s2)cc1)c1ccco1	-1	9%	-2%	7%	5	-66%[inhibitor]	23µM*	0%	5
Cc1ccccc1OCC(=O)N(Cc1ccc(N(C)C)cc1)C1CCS(=O)(=O)C1 (stereo not drawn)	-21	0%	1%	6%	27	-3%	0%	2%	-1
COc1ccc(S(=O)(=O)N2CCOCC2)cc1NC(=O)Cc1ccc2c(c1)OCCO2	-14	0%	4%	-5%	-6	-2%	18µM*	-7%	-7
O=C(O)CC(NC(=O)CCc1ccccc1)c1ccc(Cl)cc1 (stereo not drawn)	21	2%	-4%	3%	-11	1%	0%	4%	-10
Cc1nn(S(=O)(=O)c2ccc(F)cc2)c(C)c1S(=O)(=O)N1CCOCC1	20	13%	-5%	2%	0	-2%	3%	5%	2
C[C@H](c1ccccc1)N1C[C@H](COCc2ccccc2)Oc2cc(N3CC[C@H](N(C)C)C3)ccc2S1(=O)=O	-22	23µM*	5%	15µM*	3	/	?	?	-2
O=C1c2ccccc2-c2nnc(-c3ccc(F)cc3)cc21	13	-4%	11%	10%	1	0%	-6%	?	3
COCCNc1nc2cc(-c3cccc(C(F)(F)F)c3)sc2c(=O)n1C	72	12%	0%	3%	2	/	5%	0%	-6
O=C(NCc1ccc(F)cc1)C1CC(=O)N(C2CCCCC2)C1 (stereo not drawn)	14	7%	-4%	14%	5	-13%	2%	1%	-6
N#C/C(=C/c1ccc(OCc2ccc(C(=O)O)cc2)cc1)C(=O)Nc1ccccc1	?	9%	-2%	4%	-3	-2%	26%	2%	3
CC(C)(C)C1CCC(=NNc2nc3ccccc3[nH]2)CC1 (stereo not drawn)	75	-19%	10%	?	3	16µM*	-5%	2%	20
COc1ccc2oc(C(=O)NC(C)(C)C)c(C)c2c1	10	12%	5%	9%	24	-18%[1.84 µM]	-16%	0%	4
Cc1nc(=O)c(-c2ccccc2)c(C)n1-c1ccc(O)cc1	8	11%	-8%	7%	18	-12%	0%	-5%	6
Cc1cc(C)c(C(=O)COC(=O)CCNS(=O)(=O)c2c(Cl)cccc2Cl)cc1C	14	7%	4%	8%	-3	-5%	-5%	13%	0
CCc1nnc(NC(=O)C2CCCN2C(=O)Nc2ccc(Cl)cc2)s1 (stereo not drawn)	10	12%	8%	21%	-1	-19%	25%	8%	-15
COc1cccc(CNC(=O)c2ccncc2)c1	18	23%	-6%	15%	-4	0%	11%	-4%	-3
OC[C@H]1O[C@@H](c2nc(-c3ccc(Br)cc3)no2)C[C@@H]1O	0	6%	-1%	9%	11	/	0%	0%	1
Cc1ccccc1S(=O)(=O)NC1OC(=O)C(Cl)=C1Cl (stereo not drawn)	-107*	5%	2%	-1%	-13	?	-2%	-2%	3
CCN(c1ccccc1)S(=O)(=O)c1cccc(C(=O)Nc2ccc(C)cn2)c1	-25	12%	2%	9%	-2	10%	?	-19%	0
Cc1cc(C(=O)N2CCC(C(N)=O)CC2)c(C)o1	-9	-4%[9.24 µM]	3%	1%	-8	16µM*	0%	9%	2
Cc1ccc(C(NC(=O)C2CCN(CCOc3ccccc3)CC2)c2ccccn2)cc1 (stereo not drawn)	-55*	-16%	-2%	-12%	-70*	/	5%	0%	7
COc1ccc(S(=O)(=O)N2CCN(C(=O)c3cccs3)CC2)cc1OC	1	-6%	-2%	-7%	21	2%	?	?	12
CCOC(=O)c1ccc(OCC2c3cc(OC)c(OC)cc3CCN2C(=O)c2ccc(S(=O)(=O)N3CCCC3)cc2)cc1 (stereo not drawn)	/	/	-3%	/	/	/	?	7%	3
CCn1cc(C(=O)O)c(=O)c2cc(F)c(N3CCN(C(=S)NC(=O)c4cccc(F)c4)CC3)cc21	5	21%	-1%	13%	11	1%	3%	1%	1
CCNC(=O)C1(C)CCN(C(=O)c2ccc(OC)cc2OC)C1 (stereo not drawn)	-5	21%	0%	16%	0	/	-5%	1%	-5
CSc1ccccc1C(=O)Nc1cccc(C)c1	-6	4%	-4%	14%	15	-9%	-22%	1%	2
CC(C)CC(=O)NC(=S)Nc1ccc(N2CCN(C(=O)c3cccs3)CC2)cc1	-58*	?	11%	?	6	-6%	0%	-15%	15

One compound at a time (already shown).
`Cc1cc(C(=O)N2CCC(C(N)=O)CC2)c(C)o1` is entered as IL-1B inflam inh: -9; HT1080NT lethal: -4%[9.24 µM]; GLP1R ag: 3%; HT1080 IDH1KD tx: 1%; DRD3 antagonist: -8; SW480 rerep: 16µM*; KB-V1 cytotox: 0%; KB-3-1 cytotox: 9%; DRD3 agonist: 2
`CCN(c1ccccc1)S(=O)(=O)c1cccc(C(=O)Nc2ccc(C)cn2)c1` is entered as IL-1B inflam inh: -25; HT1080NT lethal: 12%; GLP1R ag: 2%; HT1080 IDH1KD tx: 9%; DRD3 antagonist: -2; SW480 rerep: 10%; KB-V1 cytotox: ?; KB-3-1 cytotox: -19%; DRD3 agonist: 0
`CCOC(=O)c1ccc(OCC2c3cc(OC)c(OC)cc3CCN2C(=O)c2ccc(S(=O)(=O)N3CCCC3)cc2)cc1` (stereo not drawn) is entered as IL-1B inflam inh: /; HT1080NT lethal: /; GLP1R ag: -3%; HT1080 IDH1KD tx: /; DRD3 antagonist: /; SW480 rerep: /; KB-V1 cytotox: ?; KB-3-1 cytotox: 7%; DRD3 agonist: 3

New compounds follow.
SMILES	IL-1B inflam inh	HT1080NT lethal	GLP1R ag	HT1080 IDH1KD tx	DRD3 antagonist	SW480 rerep	KB-V1 cytotox	KB-3-1 cytotox	DRD3 agonist
COc1ccc(CNc2oc(-c3ccccc3)nc2C#N)cc1	76	-1%	8%	1%	3	-6%	2%	-12%	-3
COc1ccc(C(C(=O)NC2CCCC2)N(C(=O)c2ccco2)c2cc3c(cc2C(C)=O)OCO3)cc1 (stereo not drawn)	0	10%	3%	2%	11	-1%	-1%	-7%	-3
COc1cccc(CN2C(=O)N(C(C)C)C(N(O)C(=O)NC(C)C)C2(C)C)c1OC (stereo not drawn)	23	9%	2%	7%	10	-3%	0%	7%	4
COc1ccc(S(=O)(=O)N2CCC(C(=O)Nc3cccc(Cl)c3)CC2)cc1OC	-21	-2%	3%	-24%	20	-2%	-24%	-16%	3

Not a hit list; overall some 12% were active at least once.
